N-glyco inh = increase of ERlucT glycosylation luciferase signal, primary screen, N-linked glycosylation inhibitor project, D54 ERlucT cells, luminescence, set 2; D54 ERlucT glycosylation luciferase reporter, 24 h; percent of 100 nM tunicamycin response; reporter increase, % at 12.5 µM; actives 0.23% (n = 360,000); AID 588692, 2011;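 active = mean luciferase reporter signal, scaled so untreated is 0 and the glycosylation-blocking control 100, at or above a set limit in every replicate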;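 note: luciferase carries N-glycosylation sites so blocking glycosylation raises the light; 0% = median of neutral control wells and 100% = median of 100 nM tunicamycin wells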
Exocytosis inh = LAMP-1 surface exposure blockers, TALL-104 cells – cell-based, flow cytometry, MLPCN library, primary screen; actives 0.66% (n = 360,000); AID 651702, 2012; inhibition, % at 10 µM; TALL-104 LAMP-1 surface exposure; cells stimulated with thapsigargin and PMA;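 active = inhibition above about 55%, limit read from the data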
aDG glyco up = activators of alpha-DG glycosylation, primary screen, uHTS, Pro5-aDG cells, AlphaScreen; alpha-DG glycosylation AlphaScreen (IIH6); 0% Pro5, 100% B10-LARGE cell signal; activation, % at 10 µM; actives 0.22% (n = 360,000);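 active = activation of at least 8% versus controls, or a plate z-score of at least 8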;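 note: Pro5 are CHO cells carrying HIG-tagged alpha-DG that lacks glycosylation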
MC4R barr agon = MC4R agonists recruiting beta-arrestin, primary screen, cell-based, luminescence, agonist arm of biased-ligand search; actives 0.98% (n = 360,000); U2OS MC4R beta-arrestin complementation; percent of melanotan II response, DMSO zero; AID 540308, 2011; activation, % at 8.9 µM;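 active = activation above a per-plate cutoff, the mean activation of sample wells on that plate plus 3 SD, cut at about 8% in these data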
Target sequence (P32245 whole entry, looked up): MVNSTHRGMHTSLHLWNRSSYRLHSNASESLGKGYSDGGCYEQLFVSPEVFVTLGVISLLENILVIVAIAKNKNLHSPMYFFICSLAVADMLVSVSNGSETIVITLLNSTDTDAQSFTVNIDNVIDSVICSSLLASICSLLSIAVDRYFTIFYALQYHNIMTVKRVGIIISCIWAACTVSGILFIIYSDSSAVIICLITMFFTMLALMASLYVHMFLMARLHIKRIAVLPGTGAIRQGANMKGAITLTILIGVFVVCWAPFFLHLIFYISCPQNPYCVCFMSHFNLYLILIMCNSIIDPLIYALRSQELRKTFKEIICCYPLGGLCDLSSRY
MC4R antag cAMP = MC4R antagonists of cAMP signaling, primary screen, cell-based, TR-FRET, antagonist arm of biased-ligand search; Melanocortin receptor 4 (Homo sapiens), P32245; MC4R-expressing cells, MTII-stimulated cAMP, LANCE TR-FRET; inhibition, % at 6.5 µM; actives 0.48% (n = 360,000);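 active = inhibition above its plate's cutoff, the mean of tested wells on that plate plus 3 SD, cut at about 29% in these data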;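 note: 0% = Melanotan II alone and 100% = Melanotan II plus saturating MCL0020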
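System – human MC4R-expressing U2OS cells · Also added – Melanotan II · Dosing – one concentration, 6.5 µM nominal · Timing – 30-min compound, 1-h challenge, 1-h detection, room temperature · Measured by – Eu-cAMP/anti-cAMP TR-FRET, emission 671 nm · Replicates – singlicate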
ABHD5 PLIN5 PPI = ABHD5-PLIN5 interaction inhibitors, primary screen, cell lysate, split luciferase complementation, luminescence; Perilipin-5 (Homo sapiens) + 1-acylglycerol-3-phosphate O-acyltransferase ABHD5 (Homo …; Split G. princeps luciferase complementation, 4 h; inhibition, % at 4 µM; actives 0.78% (n = 360,000);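 active = inhibition above the mean inhibition across every tested compound plus 3 SD, cut at about 22% in these data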;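 note: 0% = DMSO only wells and the 100% control is not disclosed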
ABCB6 inh MLPCN = ABCB6 transporter inhibitors, primary screen, K562-ABCB6 cells, flow cytometry, MLPCN library | ATP-binding cassette sub-family B member 6 (Homo sapiens), Q9NP58 | K562-ABCB6 porphyrin accumulation, 1 h; hits give low values | fluorescence ratio to DMSO, % at 10 µM | actives 0.19% (n = 360,000) | AID 602162, 2011;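 active = fluorescence ratio to DMSO below 75%, the collection mean minus 3 SD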;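 note: signal is porphyrin accumulated inside mitochondria; 100% equals median channel fluorescence of DMSO control wells; lower ratio means ABCB6 inhibition with less porphyrin fluorescence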
m5-HT2A agonist = mouse Htr2a agonists via beta-arrestin recruitment, primary screen, cell-based, luminescence | actives 0.66% (n = 360,000) | CHO-K1 mHTR2A beta-arrestin complementation; percent of 30 µM serotonin response | activation, % at 7.6 µM | 5-hydroxytryptamine receptor 2A (Mus musculus), P35363;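 active = activation above a run cutoff, the mean activation of all tested compounds plus 3 SD, cut at about 14% in these data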;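 note: 0% = plate median of compound wells and 100% = 30 µM serotonin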
Target sequence (P35363 whole entry, looked up): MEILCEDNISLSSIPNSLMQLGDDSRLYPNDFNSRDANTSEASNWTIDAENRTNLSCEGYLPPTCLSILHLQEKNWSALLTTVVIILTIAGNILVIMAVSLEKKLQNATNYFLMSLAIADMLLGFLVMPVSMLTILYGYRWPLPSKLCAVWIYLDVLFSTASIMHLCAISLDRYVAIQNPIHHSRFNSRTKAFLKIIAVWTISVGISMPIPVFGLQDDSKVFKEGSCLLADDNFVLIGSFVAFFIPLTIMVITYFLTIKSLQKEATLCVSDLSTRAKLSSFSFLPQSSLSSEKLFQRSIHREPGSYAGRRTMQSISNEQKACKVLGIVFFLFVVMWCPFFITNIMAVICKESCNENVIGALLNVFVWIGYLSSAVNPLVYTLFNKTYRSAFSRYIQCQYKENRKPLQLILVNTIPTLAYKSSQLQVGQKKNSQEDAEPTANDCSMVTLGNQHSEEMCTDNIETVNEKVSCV
iPSC survival up = enhancers of single-cell hiPSC survival, primary screen, ATPlite luminescence; 100% = ROCK inhibitor wells, 0% = DMSO; survival enhancement, % at 20 µM; actives 0.044% (n = 360,000); in the data active = survival enhancement above about 18%;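 note: cells exposed to compounds for 16 hours before the ATP read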
Cardio protect = cardioprotection against H2O2-induced cell death, primary screen, uHTS, H9c2 cells, ATPLite luminescence; H9c2 cardiomyocytes, H2O2 injury protection, 2 h; protection from H2O2 cell death, % at 20 µM; actives 0.63% (n = 360,000); AID 588492, 2011;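 active = compounds giving at least 50% protection of heart cells from peroxide-induced death in the single-dose screen, raw or plate-pattern-corrected value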;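 note: 0% = DMSO wells with peroxide and 100% = DMSO wells without peroxide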
Active calls of the source: *; x = no result given.

molecule,N-glyco inh,Exocytosis inh,aDG glyco up,MC4R barr agon,MC4R antag cAMP,ABHD5 PLIN5 PPI,ABCB6 inh MLPCN,m5-HT2A agonist,iPSC survival up,Cardio protect
COc1ccc(-c2[nH]ncc2CN2CCC(O)(c3ccc(Cl)cc3)CC2)cc1,0,22,0.0,-0.1,7,5,94,-5,0.6,8
C=C(C)CNC(=S)N/N=C(\C)c1ccc(OC)cc1,3,-2,4.6,0.5,-3,-9,97,3,-1.4,-12
COCCCNC(=O)C[C@@H]1C[C@@]2(C(=O)OC)CCCCC=C2N(Cc2ccc(Cl)cc2Cl)C1=O,x,-7,-0.2,x,x,2,102,4,-0.5,x
COc1ccc(N(CC(=O)NCc2ccc3c(c2)OCO3)C(=O)CCC(=O)Nc2ccccn2)cc1,2,0,0.0,-1.9,1,-9,93,1,-0.1,6
CCN(CCCNC(=O)CNC(=O)Cn1cnc2ccccc2c1=O)c1ccccc1,1,1,0.1,-1.0,6,-4,100,-3,1.7,7
CC1CCCN(c2c([N+](=O)[O-])c(=O)oc3ccccc23)C1 (stereo not drawn),1,0,-0.2,-2.7,-5,-1,114,-2,-2.4,9
O=c1ccn(-c2ccccc2)[nH]1,2,-2,0.3,-3.0,8,-2,102,-5,-0.1,-4
O=C(Cc1ccccc1)NCC(=O)N1CCc2ccccc2C1,-2,7,0.1,-0.5,2,-1,96,-2,0.6,7
Cc1cc(NC(=O)C(C)SCC(=O)O)no1 (stereo not drawn),1,1,0.0,-1.4,0,-1,94,1,-0.7,1
CCC(=O)N1N=C2CC(C)(C)OCC2C1c1ccccc1 (stereo not drawn),1,-3,-0.2,5.1,7,8,97,0,0.3,-2
COc1ccc(-c2nc3c4ccccc4ccn3c2CN2CCCCC2)cc1OC,-4,-1,1.4,1.2,-6,7,99,5,0.0,0
Cc1sc2ncn(CC(=O)NCCCC(=O)N3CCC(C)CC3)c(=O)c2c1C,-1,-1,0.1,-0.9,4,3,167,3,0.3,0
CCc1ccccc1NC(=O)CCc1nc(-c2cccs2)no1,0,-11,0.3,1.2,18,7,103,-9,-2.4,3
CCCCN(C(=S)Nc1ccc(F)cc1)c1c(N)n(CCC)c(=O)[nH]c1=O,1,7,-0.2,-0.6,-3,-7,106,-2,-0.8,0
CCOCCCNc1ncc2c(n1)CC(c1ccc(C)cc1)CC2=O (stereo not drawn),2,-1,-0.1,0.1,1,-4,96,-3,7.7,4
CCOC(=O)C1(CCOc2ccccc2)CCN(CC=C(C)C)CC1,-3,-2,0.1,-1.4,-3,-15,104,-8,-0.3,-3
Cc1ccc(-c2cc(C(=O)NCCCN3CCOCC3)no2)cc1,-4,-4,0.1,-2.4,2,3,100,-8,-1.7,-6
CCCCn1c(N)c(N(CC(C)C)C(=O)c2cnccn2)c(=O)[nH]c1=O,1,0,-0.1,4.7,11,-5,101,-6,0.4,4
CCCCCc1ccc(-c2cn(CCCOCc3ccccc3)nn2)cc1,-5,-4,0.2,1.0,1,-13,99,-1,1.7,-10
COc1ccc(-c2oc3ccc(-c4ccc(OC)nc4)cc3c2C#CC2(O)CCCCC2)cc1,0,-8,-0.1,13*,11,-14,102,7,-1.4,-14
Fc1ccc(N/N=C/c2ccncc2)c(F)c1,4,-2,-0.1,-0.7,-2,1,98,-4,0.7,-2
Cc1ccc([N+](=O)[O-])cc1N=C1C(=O)Nc2ccccc21,0,-10,2.0,-1.3,6,-11,97,-4,0.9,-16
CC(C)(C)c1ccc(OCC(=O)N/N=C/c2ccc(N3CCOCC3)cc2)cc1,0,-1,0.3,3.7,2,-7,94,4,-2.0,-5
Cc1cc(C)nc(N2CCCC(C(=O)Nc3cc(F)ccc3C)C2)n1 (stereo not drawn),1,0,0.8,0.3,7,-1,95,2,-0.7,5
COc1ccc(NC(=O)CN2C(=O)c3ccccc3S2(=O)=O)cc1S(=O)(=O)N1CCOCC1,4,-4,0.0,-2.4,5,6,92,1,0.5,-1
COc1ccc(Nc2nc(-c3ccccc3O)nc3ccccc23)cc1,-7,-11,0.1,3.7,4,-6,102,6,1.3,-8
O=C(NC1CCCC1)C(c1ccncc1)N(C(=O)Cc1cccs1)c1cccc(F)c1 (stereo not drawn),0,7,0.3,0.0,5,0,97,5,0.1,7
COc1ccc(NC(=O)c2sc(=S)[nH]c2N)cc1,2,0,0.0,-0.8,0,-7,90,0,4.1,-4
Cc1oc(-c2ccccc2Cl)nc1CN1CCCC1c1ccc(F)cc1 (stereo not drawn),-3,3,-0.2,-1.0,-3,-5,107,-1,-1.4,-4
CCOC(=O)c1c(NC(=O)C2COc3ccccc3O2)sc2c1CC(C)(C)NC2(C)C (stereo not drawn),-5,9,0.6,-1.1,4,12,99,-2,-0.6,11
COc1ccc(-c2ccc(S(=O)(=O)NCC3CCCO3)cc2)cc1 (stereo not drawn),0,0,0.4,-1.5,-1,2,95,0,-0.2,-11
C=CCn1c(NC(=O)c2ccccc2Cl)c(C#N)c2nc3ccccc3nc21,4,29,0.0,-0.2,20,-42,102,-1,-0.9,-10
O=C(O)c1cccc(NC(=O)c2cccc(S(=O)(=O)Nc3cccc([N+](=O)[O-])c3)c2)c1,1,2,0.0,-1.4,-3,5,100,-3,1.6,4
COc1ccc(C2c3c(ncn(Cc4ccco4)c3=N)Oc3ccc4ccccc4c32)cc1 (stereo not drawn),-3,1,1.3,-0.8,11,11,93,4,-2.8,1
CCOC(=O)c1sc(N)nc1C(C)C,2,-1,-0.2,0.4,-5,-3,106,3,-2.4,5
CC(OC(=O)CCc1nc2ccccc2c(=O)[nH]1)C(=O)NCc1ccc2c(c1)OCO2 (stereo not drawn),1,-1,-0.2,0.5,18,-4,100,-2,-0.2,67*
CC1(C(=O)NS(=O)(=O)C2CC2)CCCN(C(=O)c2ccc3c(c2)OCO3)C1 (stereo not drawn),2,-5,-0.3,-0.3,2,10,107,5,-2.2,0
CCOC(=O)Cc1cnc(N)s1,-1,-1,-0.2,-1.9,-6,-2,104,0,-0.7,5
CC(C)Cn1c(N)c(C(=O)CSc2ncn[nH]2)c(=O)n(C)c1=O,4,-10,-0.2,-1.4,-1,-6,104,14,-0.4,-11
CC(=O)c1ccc(-n2nncc2C(C)(C)C)cc1,-1,1,0.1,-1.2,3,-2,77,-4,4.3,10
CC[C@@]12C(=O)N(c3ccc(OC)cc3)C(=O)N1[C@H](c1ccc(Cl)cc1)[C@@H]1C(=O)N(C3CCCCC3)C(=O)[C@@H]12,-3,-3,0.2,1.5,6,-6,99,-1,1.0,-4
Cc1cc(C)n(C(=O)c2cc3c(s2)CCCC3)n1,1,1,-0.3,-1.8,-3,-9,79,-4,0.5,-3
CCOc1ccc(CC(=O)NCc2ccc3c(c2)cc(C)n3C)cc1,-2,-4,1.0,0.8,13,4,102,7,1.5,0
CCNC(=O)n1nccc1C(C)Oc1cccc(C(F)(F)F)c1 (stereo not drawn),-2,-2,-0.1,0.3,-9,-3,84,-4,2.8,1
CN(c1ncc(C(F)(F)F)cc1Cl)n1cc(C(=O)O)c2ccccc2c1=O,1,0,0.0,-0.5,12,3,100,-2,0.8,0

Arranged by formula weight (low to high): three of the compounds above.
molecule,N-glyco inh,Exocytosis inh,aDG glyco up,MC4R barr agon,MC4R antag cAMP,ABHD5 PLIN5 PPI,ABCB6 inh MLPCN,m5-HT2A agonist,iPSC survival up,Cardio protect
CCOC(=O)c1sc(N)nc1C(C)C,2,-1,-0.2,0.4,-5,-3,106,3,-2.4,5
CCNC(=O)n1nccc1C(C)Oc1cccc(C(F)(F)F)c1 (stereo not drawn),-2,-2,-0.1,0.3,-9,-3,84,-4,2.8,1
CN(c1ncc(C(F)(F)F)cc1Cl)n1cc(C(=O)O)c2ccccc2c1=O,1,0,0.0,-0.5,12,3,100,-2,0.8,0

Next part:
molecule,N-glyco inh,Exocytosis inh,aDG glyco up,MC4R barr agon,MC4R antag cAMP,ABHD5 PLIN5 PPI,ABCB6 inh MLPCN,m5-HT2A agonist,iPSC survival up,Cardio protect
C/C(=N\NC(=O)c1ccn(C)n1)c1cccc(NC(=O)c2ccncc2)c1,4,2,0.2,-1.9,2,-6,100,-2,-0.9,2
Nc1nc(CCl)nc(Nc2cccc3ccccc23)n1,5,16,-0.1,26*,7,3,98,1,0.7,7
COc1cc2cc(CN(CCN3CCOCC3)C(=O)Nc3ccc(F)cc3)c(=O)[nH]c2cc1OC,0,0,0.0,0.0,0,4,100,0,0.6,29
Cc1cc([N+](=O)[O-])nn1CC(=O)NCCCN1CCOCC1,-1,-4,0.2,2.9,9,-4,99,6,-0.2,4
COc1ccc(NC(=O)COCC(=O)Nc2ccc(C)cc2)cc1,-2,6,0.0,0.3,2,11,99,-1,-0.6,-8
COCCNC(=O)C(C)Oc1ccc(Cl)cc1Cl (stereo not drawn),1,-2,0.0,-1.6,9,1,94,-1,5.5,10
CCC(C)[C@H]1CN=C(N)N1CCc1cc(C(F)(F)F)cc(C(F)(F)F)c1 (stereo partly drawn),-1,-6,-0.2,0.9,3,5,97,2,-2.2,-11
O=C1CC(c2ccc(Cl)cc2)n2nc(NS(=O)(=O)c3ccc(F)cc3)nc2N1 (stereo not drawn),3,-4,-0.1,-1.4,7,2,105,2,3.3,-2
CCCCS(=O)c1snnc1C (stereo not drawn),1,4,0.0,-2.7,3,5,100,4,0.0,0
O=[N+]([O-])c1cccnc1Oc1ccc(OCc2ccccc2)cc1,-2,-13,0.1,-0.1,-4,-5,98,2,0.2,1
C=CCc1cccc(CNc2nc3ccccc3n2C)c1O,-1,28,0.1,1.9,-1,0,92,-4,-0.2,-12
O=C(NC1CCCCNC1=O)c1ccco1 (stereo not drawn),1,6,-0.2,0.5,1,8,101,-4,-0.2,3
COc1ccccc1/C=C/C(=O)Nc1cccc(S(=O)(=O)NC2=NCCCCC2)c1,-1,-4,-0.2,-1.8,17,2,97,1,-0.3,-2
Cc1ccc(C(F)(F)F)cc1NC(N)=S,2,-2,0.1,-1.4,-4,-8,104,2,-0.9,0
Cn1c(CNC(=O)c2ccc(Cl)c(Cl)c2)nnc1SCC(=O)Nc1sc2c(c1C#N)CCCC2,0,0,0.0,11*,5,-2,101,0,-0.4,0
CC(/C=C/c1ccc(OCc2ccccc2)cc1)=N\O,0,0,-0.3,-1.1,6,1,97,0,-2.3,-6
O=C(c1ccc(Cn2cc([N+](=O)[O-])cn2)o1)N1CCCC1,1,2,0.0,-2.3,0,-2,96,-1,-0.3,10
